# IL-1B inflam inh: qHTS for Inhibitors of Inflammasome Signaling: IL-1-beta AlphaLISA Primary Screen; THP-1 LPS/ATP IL-1B secretion, AlphaLISA, 16 h; stronger effect = lower value; activity change, % at 57.5 µM; 360,000 compounds, 4.7% hits; in the data active = activity change below about -50%; inconclusive = mostly about -30% to -49%; also: % is scaled to controls: 0 for no effect and ±100 for the full control effect
#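 THP-1 cells pretreated 1 hr with compounds (up to 57.5 uM final), then stimulated with LPS (250 ng/mL final) plus ATP (1.25 mM final); secreted IL-1B measured by AlphaLISA after 16 hr, decreased signal indicating inhibition.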
# GLP1R cytotox: qHTS of GLP-1 Receptor Inverse Agonists: Cytotox Screen | HEK293 cAMP-luciferase reporter cells, luminescence, 24 h | 410,000 compounds, 0.13% hits | Potency, µM (series often up to 38.3 µM), for the others: at the top dose activity change, negative = inhibition, actives largely listed as inhibitors;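 also: loss of luciferase light is scored as toxicity; potency is read from the fitted curve at half-maximal effect; % is scaled to controls: 0 for no effect and ±100 for the full control effect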
#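 Here, cytotoxicity is scored as loss of luminescence. The MLSMR collection was tested on cells seeded in medium containing 10% Nu serum, with a 24 hr compound exposure preceded by 12 hours of culture.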
# D3 ag: qHTS of D3 Dopamine Receptor Agonist: qHTS. D(3) dopamine receptor (Homo sapiens), P35462. D3R DiscoveRx beta-arrestin cells, luminescence, 90 min. max activation, %. 410,000 compounds, 0.58% hits; in the data active = max activation above about 30%; also: 0% is about no effect; mostly tested at two doses, the higher about 12 µM
# Target sequence (P35462 whole entry, looked up): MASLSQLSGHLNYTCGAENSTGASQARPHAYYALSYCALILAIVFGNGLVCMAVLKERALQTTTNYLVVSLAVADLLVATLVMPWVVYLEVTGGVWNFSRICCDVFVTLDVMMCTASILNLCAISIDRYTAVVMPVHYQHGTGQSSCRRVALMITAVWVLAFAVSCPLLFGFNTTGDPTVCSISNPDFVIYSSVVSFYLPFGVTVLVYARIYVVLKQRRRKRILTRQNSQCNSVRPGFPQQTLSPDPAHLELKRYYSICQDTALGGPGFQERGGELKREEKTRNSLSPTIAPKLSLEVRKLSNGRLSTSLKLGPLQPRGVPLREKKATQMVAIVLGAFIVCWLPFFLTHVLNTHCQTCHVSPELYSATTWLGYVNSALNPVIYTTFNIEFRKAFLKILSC
#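 Agonist-mode cell screen: cells plated at 1500/well and incubated overnight at 37 °C, then exposed to library compounds for 90 min at 37 °C. Detection reagent was added for 30–60 min at room temperature, and luminescence was read.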
# KB-3-1 tox: qHTS assay for MDR1-selective chemotherapeutics: Primary screen using the parental adenocarcinoma cell KB-3-1; KB-3-1 viability, CellTiter-Glo ATP luminescence, 72 h; Potency, µM (doses to about 46.1 µM), for inactives: top-dose activity change, negative = cytotoxic, actives largely listed as cytotoxic; 400,000 compounds, 1.4% hits; AID 1347075, 2019; also: potency is read from the fitted curve at half-maximal effect; % is scaled to controls: 0 for no effect and ±100 for the full control effect; nearly all actives have a fitted effect of over 60% in size
#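 Parental KB-3-1 adenocarcinoma cells in phenol-red-free DMEM with 10% FBS were pin-treated with compounds at several concentrations, incubated 72 h at 37 °C, and viability read by CellTiter-Glo luminescence; concentration-effect curves were fitted after normalization.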
# SW480 rerep: A quantitative high throughput screen for small molecules that induce DNA re-replication in SW480 colon adenocarcinoma cells | Potency, µM (titrated, usually from 46.1 µM), inactives show at the top dose re-replication activation, most hits filed as activators | SW480 DNA re-replication, Hoechst DNA content imaging, 48 h | 340,000 compounds, 1.8% hits | AID 624297, 2012; also: potency is read from the fitted curve at half-maximal effect; % of control where 0% means no effect; nearly all actives have a fitted effect of over 55% in size
#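 Compounds, transferred as 23 nL by pin tool, were incubated with cells for 48 hr; DNA content per nucleus was then quantified by Hoechst staining and fluorescence plate imaging.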
# KB-V1 MDR tox: qHTS assay for MDR1-selective chemotherapeutics: Primary screen using the drug-selected MDR subline cells KB-V1 | 400,000 compounds, 3.4% hits | Potency, µM (titrated, usually from 46.1 µM), inactives show at the highest dose activity change, negative = cytotoxicity, usual class: cytotoxic | KB-V1 MDR cells viability, CellTiter-Glo, 72 h; also: potency is read from the fitted curve at half-maximal effect; % is scaled to controls: 0 for no effect and ±100 for the full control effect; nearly all actives have a fitted effect of over 60% in size
#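 Following 72 h at 37 degrees C with compound, KB-V1 cell viability was read by CellTiter-Glo luminescence, medium being phenol-red-free DMEM plus 10% FBS; concentration-response parameters came from normalized, curve-fitted qHTS data.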
# HT1080 IDH1KD tx: qHTS for induction of synthetic lethality in tumor cells producing 2HG: qHTS for the HT-1080-IDH1KD cell line; AID 686971, 2013; 360,000 compounds, 2% hits; HT-1080 IDH1 knockdown viability, ATP luminescence, 48 h; Potency, µM (doses to about 46.1 µM), inactives show top-dose activity, negative = toxicity, hits mostly cytotoxic;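 also: potency is read from the fitted curve at half-maximal effect; 0% = DMSO wells and -100% = cell-free medium wells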
#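 Luminescent ATP read-out (CellTiter-Glo, 10 min at room temperature) after 48 h compound exposure at 37 °C gave viability of IDH1-knockdown HT-1080 cells. Activity was normalised to DMSO and cell-free wells, then fitted as concentration-response curves.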
# MCF10A rerep: A quantitative high throughput screen for small molecules that induce DNA re-replication in MCF 10a normal breast cells; Potency, µM (doses to about 46.1 µM), inactives show at the top dose activity, positive = re-replication, actives largely listed as activators; 350,000 compounds, 2.9% hits; MCF 10A DNA re-replication, Hoechst nuclear intensity, 48 h; also: potency is read from the fitted curve at half-maximal effect; % of control where 0% means no effect; nearly all actives have a fitted effect of over 50% in size
# HT1080NT lethal: qHTS for induction of synthetic lethality in tumor cells producing 2HG: qHTS for the HT-1080-NT fibrosarcoma cell line; HT-1080-NT fibrosarcoma viability, CellTiter-Glo ATP luminescence, 48 h; Potency, µM (top dose mostly 46.1 µM), for the others: at the top dose activity, negative = less viability, usual class: cytotoxic; 360,000 compounds, 1.6% hits; AID 686970, 2013;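 also: NT is the 2HG producing partner of a matched IDH1 knockdown line; potency is read from the fitted curve at half-maximal effect; 0% = DMSO-treated cells and -100% = media-only wells without cells; nearly all actives have a fitted effect of over 55% in size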
#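 750 cells/well, RPMI + 5% FBS; 2 h settle, compound pin-transfer, 48 h at 37 degrees C. CellTiter-Glo 10 min RT, luminescence. Normalized to DMSO and media-only wells.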
# The depositor's hits bear a star; u = inconclusive; x = no result given; [ ] = dose if it differs, or a comment. Unless noted, calls follow the shape of the dose curve; as a rule, active = well fitted curve in the direction sought with a large enough effect; inconclusive = small, poorly fitted or top-dose-only effect, or another doubt; inactive = no such curve, though single readings can be large; an effect the other way counts as inactive or inconclusive.
Structure	IL-1B inflam inh	GLP1R cytotox	D3 ag	KB-3-1 tox	SW480 rerep	KB-V1 MDR tox	HT1080 IDH1KD tx	MCF10A rerep	HT1080NT lethal
O=C(NCc1ccccc1F)C1CCCN(S(=O)(=O)c2ccc(-n3cnnn3)cc2)C1 (stereo not drawn)	-10.5	1.5%	19.7	u	4.3%	-16.8%	u	5.2%	-23.2%
O=C(CC1SC(=Nc2ccccc2)N(Cc2ccccn2)C1=O)Nc1cccc(Cl)c1 (stereo not drawn)	-60.7*	u	-4.0	u	u	-2.2%	u	u	u
Clc1ccccc1-c1nn2c(-c3ccccn3)nnc2s1	-8.7	-21.8%	-5.9	-17.4%	-7.7%	-19.3%	0.8%	10.6%	21.2%
COc1ccc2c(c1)C(=O)N1[C@H]3c4cc(Br)ccc4OC[C@@H]3[C@H](c3ccccc3)[C@]1(C)C(=O)N2	-17.6	-11.9%	-10.5	u	20.6µM*	u	u	4.11µM*	u
COc1ccc(S(=O)(=O)N2CCN(C(=O)C3CCCCC3)CC2)cc1	-15.1	-22.6%	5.6	-1.9%	-1.3%	-26.3%	11.2%	-4.1%	0.3%
CN1c2ccccc2C(C)(C)C12C=Cc1cc(O)ccc1O2 (stereo not drawn)	-73.6*	-27.7%	5.4	0.7%	21.6%	u	u	-10.0%	u
Cc1cc(C)cc(C(=O)NC(CC(N)=O)c2ccc(NC3CCCCCC3)c([N+](=O)[O-])c2)c1 (stereo not drawn)	-4.9	-12.7%	4.4	16.0%	-5.7%	0.0%	2.9%	0.2%	6.7%
CCNC(=S)N/N=C/c1ccc(C(=O)O)cc1	6.1	5.4%[7.66 µM]	-2.2	-11.6%	-3.4%	-13.3%	-0.1%	-1.6%	0.0%
Cc1onc(-c2ccccc2Cl)c1C(=O)Nc1cccc(S(=O)(=O)N2CCOCC2)c1	7.0	26.4%	-6.5	8.1%	-5.7%	13.8%	-2.6%	u	-8.4%
CCOC(=O)CC(NC(=O)C1c2ccccc2Oc2ccccc21)c1ccccc1Cl (stereo not drawn)	-3.6	24.3%	-5.6	0.1%	-3.0%	u	12.1%	10.4%	-7.8%
CCCCCc1c(C)nc(Nc2ccc(F)cc2)[nH]c1=O	-2.5	-8.5%	1.6	-15.5%	u	u	u	113.4%	u
NC(c1ccccc1)c1csc(NC(=O)NCC2CCCCC2)n1 (stereo not drawn)	-19.5	4.8%	-15.7	-0.1%	x	-0.5%	u	x	u
FC(F)(F)c1cc(-c2ccco2)nc(NCc2ccco2)n1	5.3	-7.1%	1.6	4.6%	-0.1%	8.3%	0.4%	u	1.7%
Cc1ccc(C2c3sc(=O)[nH]c3SC3C(=O)NC(=O)C32)cc1 (stereo not drawn)	15.9	0.2%	1.0	-1.7%	-6.3%	5.5%	21.5%	1.9%	21.8%
CC(Oc1ccc(Cl)cc1Cl)C(=O)NCCC1=CCCCC1 (stereo not drawn)	-56.8*	4.6%	7.9	-6.8%	-1.0%	6.8%	-12.5%	4.4%	-26.6%
CC(=O)c1cccc(NC(=O)CN2C(=O)COc3ccc(Cl)cc32)c1	-3.8	2.9%	-11.2	1.3%	9.6%	-26.1%	-6.3%	3.5%	-9.0%
COc1cc(OC)c(S(=O)(=O)NC(C)C)cc1S(=O)(=O)NC(C)C	8.4	-11.1%	13.0	-1.2%	-11.5%	3.3%	10.7%	-3.1%	22.3%
COc1ccccc1N1CCN(c2nc3c(S(=O)(=O)c4ccccc4)nnn3c3ccc(Cl)cc23)CC1	x	13.4%	9.7	-4.3%	x	12.7%	x	x	x
Cc1cc(C(F)F)n2nc(C(=O)Nc3sc4c(c3C#N)CCC4)nc2n1	-6.7	u	1.4	10.7%	14.9%	20.6µM*	2.6%	-33.6%[inhibitor]	6.6%
Cc1ccccc1OCC(=O)Nc1nc(-c2ccncc2)cs1	12.7	-12.0%	6.4	3.2%	-7.4%	14.6µM*	-10.4%	6.9%	-15.5%
COc1ccc(N2CCN(C(=O)c3ccc(NS(=O)(=O)c4cccs4)cc3)CC2)cc1	3.9	3.9%	3.2	3.6%	14.5%	0.0%	-0.2%	1.6%	-3.5%
O=C(Cc1ccccc1)Nc1nnc(-c2ccco2)o1	-15.5	17.7%	-6.4	-0.9%	-1.5%	-21.4%	u	2.7%	19.0%
CCOc1ccc(-c2cc(C(=O)NCCCn3ccnc3)c3cc(Br)ccc3n2)cc1	-99.1*	u	-2.7	u	u	u	u	u	u
CC(/C=N/Nc1nncc(=O)[nH]1)=C\c1ccccc1	-1.0	3.1%	0.7	12.0%	1.9%	0.0%	9.3%	2.1%	20.9%
Cc1ccc(OCCC(=O)OCC(=O)NC2CCCC(C)C2C)cc1 (stereo not drawn)	0.0	-2.7%	9.4	17.6%	-6.7%	u	9.0%	-3.0%	7.4%
Cc1nn(CCCC(=O)NC(C)c2ccccc2)c(=O)c2nn(-c3ccccc3)c(C)c12 (stereo not drawn)	-25.9	-10.9%	1.2	-15.7%	u	0.0%	-3.9%	2.6%	-1.1%
O=C(c1ccccc1)c1cc[n+]([O-])cc1	11.1	-3.6%	2.0	10.8%	1.3%	22.3%	-5.9%	-176.1%[0.0737 µM]	-5.7%
Cn1nc(C(F)(F)F)c(C(=O)Nc2ccc(F)cc2F)c1Cl	-3.5	3.8%	6.7	-0.5%	-9.2%	2.6%	5.2%	6.1%	9.8%
CNC(=O)NNC(=O)c1onc(-c2c(Cl)cccc2Cl)c1C(=O)OC	21.9	-0.6%	1.2	11.8%	-9.8%	-3.3%	19.1%	-2.5%	16.9%
CC(C(=O)O)C1SC(=O)NC1=O (stereo not drawn)	-0.3	-6.8%	4.4	9.9%	-2.3%	6.5%	8.3%	-1.2%	13.5%
Cc1ccc(-c2cn3c(n2)sc2cc(C(=O)NCCC4=CCCCC4)ccc23)c(C)c1	x	-5.8%	-8.4	0.8%	x	5.7%	x	x	x
COC(=O)Nc1ccc2c(c1)N(C(=O)CCCl)c1ccccc1S2	-96.4*	-17.0%	4.9	-16.9%	u	-7.5%	u	u	-15.0%
COc1ccccc1NC(=O)CSc1nnc(N)s1	x	-4.3%	4.6	11.3%	x	-4.0%	x	x	x
O=C(N/N=C/c1cccnc1)c1ccc2ccccc2c1O	11.6	-19.9%	-7.8	16.0%	-4.4%	u	1.4%	-1.8%	3.7%
COc1ccc(C(C(=O)NC(C)(C)C)N(C(=O)Cn2nnc3ccccc32)c2cccc(C(C)=O)c2)cc1O (stereo not drawn)	-12.0	-3.4%	-8.7	7.8%	3.5%	-9.2%	14.6%	-5.3%	18.2%
O=c1c2ccccc2cnn1Cc1n[nH]c(=S)n1-c1ccc(F)cc1	11.4	-0.9%	4.3	-0.2%	u	0.0%	21.8%	-25.0%	-7.4%

# Full records from above.
# Profile of COc1ccccc1NC(=O)CSc1nnc(N)s1 → IL-1B inflam inh: x; GLP1R cytotox: -4.3%; D3 ag: 4.6; KB-3-1 tox: 11.3%; SW480 rerep: x; KB-V1 MDR tox: -4.0%; HT1080 IDH1KD tx: x; MCF10A rerep: x; HT1080NT lethal: x
# Profile of O=C(c1ccccc1)c1cc[n+]([O-])cc1 → IL-1B inflam inh: 11.1; GLP1R cytotox: -3.6%; D3 ag: 2.0; KB-3-1 tox: 10.8%; SW480 rerep: 1.3%; KB-V1 MDR tox: 22.3%; HT1080 IDH1KD tx: -5.9%; MCF10A rerep: -176.1%[0.0737 µM]; HT1080NT lethal: -5.7%

# Continued.
Structure	IL-1B inflam inh	GLP1R cytotox	D3 ag	KB-3-1 tox	SW480 rerep	KB-V1 MDR tox	HT1080 IDH1KD tx	MCF10A rerep	HT1080NT lethal
CCn1c(=O)cc(OCC(=O)NCc2cccs2)c2ccccc21	-4.8	3.6%	-13.2	-3.5%	-35.0%[inhibitor]	u	-13.4%	5.6%	12.0%
CCOC(=O)c1c(S(=O)(=O)N(C)C2CCCCC2)c(C)n(C)c1C	10.2	-10.4%	1.3	11.8%	0.9%	-25.1%	4.2%	0.2%	-3.9%
C/C(=N\NC(=O)OC(C)(C)C)c1ccccc1Br	-7.2	-1.4%	-8.4	u	1.4%	0.4%	1.5%	u	-0.6%
Cc1cc(C)c(S(N)(=O)=O)c(C)c1N(C)S(=O)(=O)c1ccc(Cl)cc1	-15.0	-8.4%	-9.4	8.8%	0.0%	-0.3%	-8.1%	23.8%	-14.1%
CCOC(=O)N1CCN(c2ccc(S(=O)(=O)N3CCC(C)CC3)cc2[N+](=O)[O-])CC1	20.0	-12.6%	-1.2	u	-1.7%	-26.7%	u	10.3%	-3.7%
COc1ccc(-c2nsc(SCC(=O)Nc3cc(C)on3)n2)cc1	-4.2	-17.3%	-3.3	0.0%	-2.8%	3.0%	2.5%	10.3%	27.6%
CCOC(=O)C1(C)C=C(Nc2ccc(OCC)cc2)C(=O)N1c1ccccc1 (stereo not drawn)	-9.7	-4.5%	0.5	0.2%	0.7%	-12.3%	-0.7%	-2.1%	8.1%
O=C(CN(c1ccccn1)S(=O)(=O)c1ccc(F)cc1)Nc1ccc(F)cc1F	-9.6	11.9%	-8.6	7.6%	-1.6%	16.1%	2.2%	-3.6%	-3.4%
CC(NC(=O)Nc1ccc(Br)cc1)C(C)(C)C (stereo not drawn)	14.6	-5.4%	-0.2	-1.4%	-39.5%	-12.9%	0.1%	0.7%	5.6%
COc1ccc(OCc2nc(-c3ccc(OC)c(OC)c3)no2)cc1	x	4.8%	4.8	-9.9%	x	14.1%	x	x	x

# Bioassay records from PubChem.
